CAL PDZ FP-1: CAL PDZ peptide-binding inhibitors, primary screen, biochemical, fluorescence polarization, Cer-tagged CAL PDZ, HTS | Golgi-associated PDZ and coiled-coil motif-containing protein (Homo sapiens), Q9HD26 | purified CAL PDZ, TMR-peptide fluorescence polarization, 1 h | inhibition, % at 20 µM | 330,000 compounds, 0.02% hits | AID 504414, 2011;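 active means highest replicate inhibition of at least 40%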;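 further: plate controls were DMSO neutral control wells for no effect and unlabeled competitor peptide control wells for full effect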
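Control set: unlabelled peptide and DMSO controls / Material: purified CerCALP PDZ construct / Timing: 1 h incubation at room temperature before polarization reading / Doses: 20 µM, one dose / Detection: fluorescence polarization (mP)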
Wnt bcat act: Wnt/beta-catenin pathway activators, primary screen, cell-based, plate reader, single point | Wnt/beta-catenin reporter cell assay, activator | activation, % at 9.35 µM | 300,000 compounds, 1.2% hits; in the data active means activation above about 30%, passing the limit was not always enough;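 further: 0% = neutral control wells and 100% = positive control wells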
CAL PDZ FP-2: untagged CAL PDZ binding inhibitors, primary screen, biochemical, fluorescence polarization, HTS. Golgi-associated PDZ and coiled-coil motif-containing protein (Homo sapiens), Q9HD26. purified CAL PDZ, TMR-peptide fluorescence polarization, 1 h. inhibition, % at 24.9 µM. 300,000 compounds, 0.92% hits. AID 602252, 2012;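 active means mean inhibition of at least 30% with at least half of replicates also reaching 30%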;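 further: 0% = DMSO neutral control and 100% = excess unlabeled competitor peptide PRC23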
MITF TRPM1 HTS: activators of MITF-driven TRPM1 promoter reporter, primary screen, cell-based, SK-MEL-5, luciferase, single point | 300,000 compounds, 0.75% hits | AID 588334, 2011 | SK-MEL-5 TRPM1-promoter luciferase, 24 h; % of positive control, neutral wells = 0 | activation, % at 12.5 µM;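 active means mean activation of at least 80% with every replicate also reaching 80%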;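 further: 0% = neutral control wells and 100% = parthenolide positive control wells; values of inactives mirror those of a sister screen read the other way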
Rtt109 HAT inh: inhibitors of C. albicans Rtt109/Vps75 HAT, primary screen, biochemical, ThioGlo CoA-SH fluorescence, plate reader. purified Rtt109/Vps75, 4 h. inhibition, % at 34.9 µM. 330,000 compounds, 0.16% hits;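 active means inhibition of at least 50% in every replicate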
Target sequence (Q5AAJ8 whole entry, looked up): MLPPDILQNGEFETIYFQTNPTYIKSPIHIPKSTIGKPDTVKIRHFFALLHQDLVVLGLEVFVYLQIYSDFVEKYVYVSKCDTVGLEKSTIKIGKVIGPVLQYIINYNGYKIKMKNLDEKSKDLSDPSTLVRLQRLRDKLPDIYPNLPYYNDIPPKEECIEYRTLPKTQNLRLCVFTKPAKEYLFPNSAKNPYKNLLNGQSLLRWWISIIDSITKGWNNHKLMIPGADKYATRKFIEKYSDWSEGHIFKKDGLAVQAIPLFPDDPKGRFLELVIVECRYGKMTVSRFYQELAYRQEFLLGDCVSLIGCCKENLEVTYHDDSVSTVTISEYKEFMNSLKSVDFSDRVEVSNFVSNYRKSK
V-ATPase pHluor: regulators of yeast V-ATPase proton pumping, primary screen, pHLuorin cytosolic pH fluorescence; S. cerevisiae; 350,000 compounds, 0.37% hits; response, % at 10 µM; AID 504577, 2011; in the data active means response mostly above about 7.3%, no sharp cut-off; inactive means mostly below about 5.4%; further: actives read high; inactives centre near 0; some compounds called inactive have numbers as strong as hits
cardiac RTF act: cardiac RTF calcium sensitivity activators, primary screen, biochemical, IANBD-TnC fluorescence, EC20 calcium; Troponin I, cardiac muscle (Homo sapiens) + Troponin T, cardiac muscle (Homo sapiens) + …; IANBD-labeled TnC RTF fluorescence at EC20 calcium; 0% EC20 calcium, 100% full calcium; activation, % at 7.2 µM; 340,000 compounds, 0.24% hits;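 active means activation above the mean over all tested compounds plus 3 SD, cut at about 30% in these data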;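 further: rise in fluorescence read as greater calcium sensitivity of cardiac thin filaments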
dFosB act: activators of delta FosB homodimer, primary screen, biochemical, fluorescence polarization, TAMRA-CDK5 oligo, single point | activation, % at 25 µM | 340,000 compounds, 0.99% hits | purified delta FosB; percent of positive-control signal above neutral wells;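 active means mean activation above about 17%, with every replicate also reaching it, limit read from the data, passing the limit was not always enough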;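 further: fluorescence polarization rise as delta FosB binds a TAMRA Cdk5 AP-1 oligo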
Target sequence (P13346 whole entry, looked up): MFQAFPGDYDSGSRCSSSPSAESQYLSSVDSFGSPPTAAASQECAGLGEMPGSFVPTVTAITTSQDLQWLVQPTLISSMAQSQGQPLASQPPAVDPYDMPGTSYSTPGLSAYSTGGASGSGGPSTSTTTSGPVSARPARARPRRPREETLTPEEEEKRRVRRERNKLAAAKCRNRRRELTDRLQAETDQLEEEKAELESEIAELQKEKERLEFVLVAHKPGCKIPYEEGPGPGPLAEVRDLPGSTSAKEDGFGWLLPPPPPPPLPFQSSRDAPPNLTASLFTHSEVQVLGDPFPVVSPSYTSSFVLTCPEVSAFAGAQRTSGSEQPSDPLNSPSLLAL
Tat export inh: E. coli Tat export inhibitors, primary screen, MC4100, TorA-mCherry reporter, fluorescence, single point. inhibition, % at 10 µM. 340,000 compounds, 0.036% hits. AID 488895, 2010;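 active means mean replicate inhibition at least 50% and at least half of replicates individually reaching 50%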;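 further: exported cargo escapes ClpAP degradation while cytoplasmic cargo is degraded and loses fluorescence; 0% = median of neutral control wells and 100% = median of NaSCN control wells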
CDK5 inh: inhibitors of human CDK5/p35 kinase, primary screen, biochemical, single concentration | Recombinant CDK5/p35, ADP-Glo luminescence, 60 min | inhibition, % at 10 µM | 330,000 compounds, 0.01% hits | AID 488839, 2010;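 active means highest replicate inhibition of at least 50% and at least 75% of replicates reaching 50%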;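 further: plate controls were DMSO neutral control for no effect and GW8510 at 10 µM for full effect; many of its hits are not listed in these tables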
Numbers without * were called inactive; x = not tested or not shown. Not all compounds are listed, so the mix of outcomes need not match the whole.

Start of the data: the first three entries (preview)
SMILES	CAL PDZ FP-1	Wnt bcat act	CAL PDZ FP-2	MITF TRPM1 HTS	Rtt109 HAT inh	V-ATPase pHluor	cardiac RTF act	dFosB act	Tat export inh	CDK5 inh
O=C(CCN1CC1)OCCOC(=O)CCN1CC1	-0.5	-2	-6	-6	-4	-1	-5	0	-7	-0.6
Cc1cccnc1-n1c(CN2C(=O)c3ccccc3C2=O)nc2ccccc2c1=O	-2.7	19	-3	3	7	-2	-6	-3	-3	-0.5
CC(=O)C1(c2ccccc2)CCNCC1	-0.5	x	-4	2	3	0	-4	-4	4	-0.1

The list itself, from the start:
SMILES	CAL PDZ FP-1	Wnt bcat act	CAL PDZ FP-2	MITF TRPM1 HTS	Rtt109 HAT inh	V-ATPase pHluor	cardiac RTF act	dFosB act	Tat export inh	CDK5 inh
O=C(CCN1CC1)OCCOC(=O)CCN1CC1	-0.5	-2	-6	-6	-4	-1	-5	0	-7	-0.6
Cc1cccnc1-n1c(CN2C(=O)c3ccccc3C2=O)nc2ccccc2c1=O	-2.7	19	-3	3	7	-2	-6	-3	-3	-0.5
CC(=O)C1(c2ccccc2)CCNCC1	-0.5	x	-4	2	3	0	-4	-4	4	-0.1
O=c1[nH]c(=S)n(-c2ccccc2F)c(O)c1C=NCc1ccco1	-0.9	x	x	3	5	4	4	-6	0	4.1
O=C(COc1ccc(Cl)cc1Cl)N1CCN(C/C=C/c2ccccc2)CC1	-1.9	-8	2	-5	-4	-2	-2	-16	9	-3.7
CCCCn1c(O)c(C(C)=NCCN2CCCCC2)c(=O)[nH]c1=O	0.6	x	x	1	14	-2	0	-3	-2	-0.6
Cc1ccc(C2=NCC(=O)Nc3ccc(Br)cc32)cc1	-0.4	0	x	3	-9	-1	-5	-10	9	0.5
COc1ccc(CC(C)NC2CCCCCC2)cc1 (centres undefined)	1.4	-1	4	x	-3	1	-1	-5	7	0.0
CC(Cc1ccccc1)NC(=O)C(c1ccc(N)cc1)c1ccc(N)cc1 (centres undefined)	-1.8	-1	-5	x	-2	3	5	-4	1	0.5
ClCCNc1nc2ccc(Cl)cc2[nH]1	0.1	x	-1	39	-5	-3	-6	1	-7	0.0
CCOc1ccccc1N1C(=O)NC(=O)/C(=C/c2ccc3c4c(cccc24)CC3)C1=O	-0.2	x	-1	-3	7	-5	-4	-6	-8	2.1
CC(=O)c1c(O)n(-c2cccc(Cl)c2)c(=O)[nH]c1=O (tested in a mixture with another compound)	0.0	19	-4	x	21	1	3	7	-4	-0.2
Cc1cnc[nH]1	-1.3	-3	-4	-8	4	4	-2	-1	-3	-2.5
CN1C(=O)NC(=O)C2(Cc3ccccc3N3CCOCC32)C1=O (centres undefined)	1.0	x	-1	3	3	1	-7	2	-7	0.4
COc1cccc(N2C(=O)NC(=O)/C(=C/c3ccc4c(c3)Cc3ccccc3-4)C2=O)c1	-1.5	-2	11	23	-10	-2	-4	-10	-6	0.8
CC1(C)CN=C(NCc2ccccc2Cl)S1	-2.5	x	-2	x	-2	2	-13	-10	-5	0.1
CC(C)(C)C(=O)Cn1c(NCCCl)nc2ccccc21	-2.5	-12	-11	9	2	-3	6	-4	-9	-2.3
CCCCP(=O)(O)c1ccccc1	-1.3	x	-3	x	3	-6	-1	-2	-8	-0.8
CC(=O)c1cn(Cc2ccc(C#N)cc2)c2ccccc12	-3.8	-1	-2	-5	x	11	-3	-10	5	1.4
O=C(CN1CCOCC1)c1cccc2ccccc12	0.0	-3	-6	-5	3	0	-4	4	-17	3.0
CN1C[C@H](CO)C=C2c3cccc4[nH]cc(c34)C[C@H]21	1.1	-2	3	4	-16	3	18	-1	2	-1.4
C/C=C1/C[C@@H](C)[C@](O)(CO)C(=O)OCC2=CCN3CC[C@@H](OC1=O)[C@@H]23	0.3	19	-1	11	4	-2	-2	-6	-13	0.0
Cc1ccc(S(=O)(=O)CC(=O)c2cc(C)c(OC(=O)N(C)C)c(C)c2)cc1	-0.6	-1	1	-5	x	-1	7	-7	-1	0.0
CC12CN3CC(C)(CN(C1)C31CCSCC1)C2=O	-0.9	x	-6	0	1	4	2	-4	-4	-1.0
Oc1c(Br)cc(Br)cc1Br	-2.4	0	28	4	-14	2	0	-3	-1	0.1
Cc1cc(N(CCCl)CCCl)ccc1/C=N/N=C(\N)c1cnccn1	0.3	1	-3	19	0	-7	5	0	13	-1.5
CC12CN3CC(c4ccccc4)(CN(C1)C31CCCCC1)C2=O	0.8	-1	-4	5	5	2	5	-3	-4	1.7
O=C1CN=C(c2ccccc2)c2c(sc3c2CCCC3)N1	-0.7	0	-6	-11	-5	-1	-3	-5	-3	-1.1
C[N+](C)(C)CCc1ccc(O)cc1	0.9	2	2	4	-1	-1	-1	2	-2	-0.4
CN(c1ccccc1)c1ccc([N+](=O)[O-])c2nonc12	2.0	1	-3	-3	2	2	-7	-5	0	0.1
Cc1cc(/C=C2\C(=O)NC(=O)N(Cc3ccco3)C2=O)c(C)n1-c1ccc(O)cc1	-5.8	3	-1	10	2	1	6	-7	-1	-2.4
CC1([N+](=O)[O-])COP(=O)(NC2CCCC2)OC1 (centres undefined)	-0.4	-1	2	-8	-22	2	-1	-1	8	-3.4
Cc1cccc(NC(=O)C(C)N2CC=C(c3ccccc3)CC2)c1 (centres undefined)	-2.5	3	-4	3	4	0	5	-4	2	-0.4
COC(=O)C1=C(c2cccc(OCc3ccccc3)c2)C[C@@H]2CC[C@H]1N2C(=O)NCCOc1ccc(OC)cc1	0.4	-13	0	-7	1	-6	2	-5	10	-1.2
CN(C(=O)Cc1ccc2c(c1)OCO2)C1CCCN(Cc2ccccc2F)C1 (centres undefined)	-1.0	-1	-1	x	-1	-4	-3	-1	0	-2.0
Cc1ccc2c(c1)C1CN(C)CCC1N2C(=O)c1ccc(Br)o1 (centres undefined)	-1.1	x	0	-11	1	-4	2	5	-9	-1.0
CN1C(=O)N(C)C(=O)C2(Cc3cc(NC(=O)c4ccc(F)cc4)ccc3N3CCCC32)C1=O (centres undefined)	-2.2	-3	-2	-3	0	0	0	-11	0	-0.8
O=[N+]([O-])c1cccc(CCl)c1	-0.3	x	0	-16	6	-3	-2	1	-5	-1.6
CCC(=O)c1ccc(OC)c(OC)c1	0.5	-1	-4	x	-1	-3	-2	6	-5	-0.6
O=C(O)C1C2CCC(O2)C1C(=O)Nc1ccc(F)c(F)c1 (centres undefined)	0.0	0	19	x	8	3	-3	1	4	1.2
Nc1ccccc1N=Cc1c(O)n(CCC2=CCCCC2)c(=O)[nH]c1=O	-3.6	x	-3	x	-3	-4	0	5	-5	-0.1
O=C1NC(=O)C(C/C=C/c2ccccc2)C(=O)N1	-1.4	x	-1	-4	1	3	-2	-1	9	-2.8
CC1=C2C(=O)C3C(CC=C4CC(O)CCC43C)C2CCC12OC1CC(C)CNC1C2C (centres undefined)	0.5	0	0	5	-2	5	-1	-10	8	0.8
COC(=O)C1=C(c2cccc(C#N)c2)C[C@@H]2CC[C@H]1N2C(=O)NCCOc1ccccc1	-0.4	-5	-2	-6	-1	0	10	-8	-9	1.7
Cc1ccc(-n2nc(C)c3c2NC(=O)CSC3c2ccc3c(c2)OCO3)cc1 (centres undefined)	x	0	-5	-12	1	5	4	-12	3	-2.1
CN1CCN(c2ccc(C(N)=O)cc2N)CC1	0.7	-3	-2	2	-5	0	-2	6	0	-4.5
OCC1CO1 (centres undefined)	0.3	-3	-2	5	4	0	-5	1	-1	0.2
Cc1nonc1OCCNc1ccc([N+](=O)[O-])c2cccnc12	-0.6	25	1	9	0	-1	-11	0	2	0.2
CN(C)c1ccc(CN2CC=C(c3ccc(F)cc3)CC2)cc1	-1.8	x	x	-8	15	3	3	1	-3	-2.1
O=C1Nc2ccc(Br)cc2C(c2ccccc2)=NC1O (centres undefined)	-1.2	4	2	6	6	-8	-7	0	-6	0.9

Other structures follow.
SMILES	CAL PDZ FP-1	Wnt bcat act	CAL PDZ FP-2	MITF TRPM1 HTS	Rtt109 HAT inh	V-ATPase pHluor	cardiac RTF act	dFosB act	Tat export inh	CDK5 inh
Cc1ccccc1C1=NCC(=O)N(CC(=O)N2CCCCC2)c2sc(C)c(C)c21	-0.5	-6	-5	-14	7	0	1	-3	-1	-2.1
CCN1C[C@]2(CO)CC[C@H](OC)[C@@]34C5C[C@H]6[C@H](OC)C5[C@](O)(C[C@H]6OC)[C@@](O)(C(OC)C23)[C@@H]14 (some centres undefined)	-0.8	x	-2	-1	1	2	3	-5	1	-0.4
OC1(c2ccccc2F)CC2CCC(C1)N2CCN1CCOCC1 (centres undefined)	x	0	-5	-6	-13	-4	-6	5	10	0.3
CC(C)c1ccc(N=Cc2c(O)n(C3CC3)c(=S)[nH]c2=O)cc1	-1.0	12	x	9	5	1	7	5	-6	0.7
CCCSP1(=S)NCCCO1 (centres undefined)	-0.9	x	2	-14	-7	-1	3	1	2	0.3
CCOC(=O)N(c1ccccc1)P1(=S)OCCO1	-0.7	x	-5	2	-2	-3	8	-7	-6	0.9
N=c1c2c(n(Cc3ccc(Cl)cc3Cl)c3c1CCC3)CCCC2	-0.9	x	-7	-54	13	13*	-2	-7	1	0.3
CC1CN=C(NCc2ccccc2Cl)S1 (centres undefined)	-0.6	0	-4	10	3	-4	0	6	-6	0.1
COc1ccc(CN2Cc3cnnn3-c3ccccc3C2c2ccccc2)cc1 (centres undefined)	1.8	-4	-4	8	-5	-4	-2	-3	2	-0.6
CC(=NCCN1CCOCC1)c1c(O)n(C2CCCCC2)c(=O)[nH]c1=O	-1.5	x	0	1	2	-3	-1	-3	10	-1.9
Cc1ccc(C2N(c3cc(C)on3)C(=O)C3CCCN32)cc1 (centres undefined)	0.5	9	1	x	7	6	3	-6	-3	1.0
CCC1([N+](=O)[O-])COP(N)(=O)OC1 (centres undefined)	0.4	-2	-9	5	2	-2	-7	5	6	0.4
COc1ccccc1Cn1c(SCC#N)nc2cc(C(=O)N3CCC4(CC3)OCCO4)ccc2c1=O	-3.5	0	-3	-11	-2	1	-3	-3	-4	-0.1
CN1CCCC1c1ccc(=O)[nH]c1 (centres undefined)	0.7	0	-5	-5	6	-5	4	5	0	0.2
CCN1C[C@]2(COC)CC[C@H](O)[C@@]34C5C[C@@H]6[C@@H](OC)C[C@@](O)(C5[C@H]6O)[C@](O)([C@@H](OC)C23)[C@@H]14 (some centres undefined)	0.0	1	3	-3	-3	3	7	-3	3	0.2
Cc1cccc(NP(=O)(Oc2ccccc2)Oc2ccccc2)c1C	-2.5	3	0	-13	-1	-5	7	-4	7	-5.5

Source: PubChem (several laboratories)
